Screening results (PubChem)
HCMV antiviral = blocks human cytomegalovirus replication; HFF cells, HCMV-luciferase reporter, 72 h; active compounds read low; activity change, negative = inhibition, % at 57.5 µM; hit rate 4.5% among 410,000; in the data active means activity change below about -60%; inconclusive means no clear call, values can overlap the other calls; inactive means above about -39%
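Two compound doses tested in HFFs infected with HCMV-luciferase, MOI 1 PFU/cell, 72 h at 37C. Lysate luminescence read with OneGlo; data normalized against buffer-only and 10uM Salinomycin inhibitor controls.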
AMA1-RON2 inh = AMA1-RON2 (P. falciparum) interaction inhibition. Potency, µM (series often up to 58.2 µM), inactives show at the highest dose activity change, negative = inhibition, hits mostly inhibitors. AID 720542. AlphaScreen AMA1-biotinylated RON2 peptide binding. hit rate 0.2% among 360,000;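 further: potency means the concentration at half of the fitted maximal effect; 0% = vehicle wells and -100% = peptide control; nearly all actives have a fitted effect of over 45% in size; some results filed as inactive show a strong effect at the top dose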
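AMA1 (3D7) with his tag at 25 nM final met compounds first, then biotinylated RON2 peptide at 25 nM; detection used donor plus acceptor beads, 10 µg/mL apiece, read by AlphaScreen after 30 min at room temperature.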
AmpC detergent = AmpC beta-lactamase inhibition with detergent present | AmpC hydrolysis of nitrocefin, absorbance 480 nm, 0.01% Triton | Potency, µM (series often up to 114 µM), inactives show at the top dose activity change, negative = inhibition, hits mostly inhibitors | hit rate 0.041% among 370,000;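 further: potency means the concentration at half of the fitted maximal effect; 0% = no-compound wells and -100% = no-enzyme wells; nearly all actives have a fitted effect of over 25% in size; some results filed as inactive show a strong effect at the top dose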
Target sequence (P00811 whole entry, looked up): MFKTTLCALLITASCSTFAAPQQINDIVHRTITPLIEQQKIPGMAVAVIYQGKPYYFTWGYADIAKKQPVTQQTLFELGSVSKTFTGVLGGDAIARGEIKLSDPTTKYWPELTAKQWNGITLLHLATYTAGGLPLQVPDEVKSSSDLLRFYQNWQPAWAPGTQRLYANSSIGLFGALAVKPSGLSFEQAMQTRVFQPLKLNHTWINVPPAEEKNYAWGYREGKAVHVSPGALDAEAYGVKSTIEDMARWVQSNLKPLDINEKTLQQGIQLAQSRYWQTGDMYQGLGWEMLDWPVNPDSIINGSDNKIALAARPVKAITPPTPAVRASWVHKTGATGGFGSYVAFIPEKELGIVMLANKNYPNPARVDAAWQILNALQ
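20 mM phosphate pH 7.0 + 0.01% (detergent screen) or 0.0001% Triton X-100; 5.3 nM AmpC reagent; cpd preinc 15 min RT; nitrocefin (800 uM stock) to start; A480 q20 s × 4 min; Activity was normalised to no-enzyme and no-compound control wells.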
AmpC no deterg = inhibitors of E. coli AmpC beta-lactamase without detergent; P00811; AmpC nitrocefin hydrolysis, absorbance 480 nm, 0.0001% Triton; Potency, µM (titrated, usually from 57.1 µM), without a hit: at the highest dose activity change, negative = inhibition, most hits filed as inhibitors; hit rate 0.52% among 330,000; AID 485341;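 further: potency means the concentration at half of the fitted maximal effect; plate controls were no compound for no effect and no enzyme for full effect; nearly all actives have a fitted effect of over 20% in size; some results filed as inactive show a strong effect at the top dose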
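AmpC (5.3 nM in the dispensed reagent) in 20 mM phosphate pH 7.0 with 0.01% (detergent screen) or 0.0001% Triton X-100 was preincubated with compounds for 15 min at room temperature. Nitrocefin was then added from an 800 uM solution, and hydrolysis was followed at 480 nm.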
Sm TGR block = inhibitors of Schistosoma mansoni thioredoxin glutathione reductase. Potency, µM (highest dose often 114 µM), without a hit: top-dose activity change, negative = inhibition, most hits filed as inhibitors. Q962Y6. AID 485364. hit rate 3% among 360,000. purified TGR, DTNB reduction, TNB absorbance 405 nm; further: potency means the concentration at half of the fitted maximal effect; nearly all actives have a fitted effect of over 60% in size
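TGR 20 nM + NADPH 100 uM (dispensed conc.), cpd preinc 15 min RT; start with NADPH (500 uM addition) then DTNB (15 mM addition). Kinetic TNB absorbance, 405 nm filter. Four-parameter Hill fit across titration.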
LmPK inh = blocks Leishmania mexicana pyruvate kinase activity. Q27686. purified LmPK, Kinase-Glo ATP luminescence, 1 h. Potency, µM (highest dose often 57.5 µM), without a hit: at the top dose activity change, negative = inhibition, hits mostly inhibitors. hit rate 0.37% among 290,000; further: potency means the concentration at half of the fitted maximal effect
Target sequence (Q27686 whole entry, looked up): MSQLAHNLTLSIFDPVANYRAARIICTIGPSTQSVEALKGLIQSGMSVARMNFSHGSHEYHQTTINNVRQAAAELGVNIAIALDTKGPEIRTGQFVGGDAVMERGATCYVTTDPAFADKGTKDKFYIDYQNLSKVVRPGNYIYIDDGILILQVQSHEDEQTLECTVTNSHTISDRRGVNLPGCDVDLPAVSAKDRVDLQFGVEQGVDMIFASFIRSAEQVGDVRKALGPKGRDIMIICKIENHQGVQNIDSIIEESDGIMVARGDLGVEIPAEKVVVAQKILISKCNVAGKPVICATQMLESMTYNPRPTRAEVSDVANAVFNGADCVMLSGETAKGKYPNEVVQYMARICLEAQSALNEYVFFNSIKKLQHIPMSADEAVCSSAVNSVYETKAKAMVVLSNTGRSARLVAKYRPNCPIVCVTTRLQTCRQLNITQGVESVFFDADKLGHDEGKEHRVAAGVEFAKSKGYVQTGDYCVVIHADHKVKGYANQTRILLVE
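In 50 mM imidazole pH 7.2 with 7 mM MgCl2, LmPK (0.1 nM) turned over PEP (0.5 mM) and ADP (0.1 mM) for 1 h at room temperature. Luciferase read-out of ATP.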
TbPYK inhibitor = T. brucei pyruvate kinase inhibition. TbPYK enzyme, Kinase-Glo Plus ATP luminescence, 45 min. Potency, µM (doses to about 76.8 µM), for the others: at the top dose activity, negative = inhibition, usual class: inhibitors. hit rate 0.12% among 410,000. AID 624173; further: potency means the concentration at half of the fitted maximal effect; nearly all actives have a fitted effect of over 50% in size
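Activity of T. brucei pyruvate kinase was followed by Kinase-Glo Plus luminescence after the enzyme reacted 45 min at room temperature with 130 uM ADP (final) and substrate. Test compounds were added before ADP at multiple concentrations.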
Active calls of the source: *; ? = inconclusive; nt = not tested or not shown; [ ] = another dose, or the depositor's remark. Unless noted, the call rests on the fitted dose curve; in most records, active means well fitted curve in the direction sought with a large enough effect; inconclusive means small, poorly fitted or top-dose-only effect, or another doubt; inactive means no such curve, though single readings can be large; an effect the other way counts as inactive or inconclusive. Unless noted, on the % scale 0 is the no-effect control and ±100 the full control effect.

#1 Cc1ccc(NC(=O)CN(C)C(=O)c2ccc(OCc3c(C)noc3C)cc2)cc1
#2 COc1ccc(-n2nc(C(=O)NCC(=O)N3CC(C)CC(C)C3)c3ccccc3c2=O)cc1 (stereo not given)
#3 O=C1C2=C(Nc3ccccc3SC2c2ccc(Cl)c(Cl)c2)c2ccccc21 (stereo not given)
#4 Cc1c(OCc2nn[nH]n2)ccc2c3c(c(=O)oc12)CCC(C)C3 (stereo not given)
#5 COc1ccc(-c2cc([N+](=O)[O-])ccc2OCC(=O)N(C)CC(=O)Nc2ccc(C)cc2)cc1
#6 COc1ccccc1OCC(=O)Nc1cccc(N(C)S(C)(=O)=O)c1
Assay by compound	1	2	3	4	5	6
TbPYK inhibitor	-3%	-1%	-2%	-13%	1%	-2%
AmpC no deterg	47%	43%	nt	-20%	1%	-20%
LmPK inh	nt	8%	nt	0%	nt	-4%
AMA1-RON2 inh	-4%	15%	nt	?	-14%	6%
AmpC detergent	0%	-11%	-6%	-12%	0%	-9%
Sm TGR block	1%	3%	10%	?	-7%	-31%
HCMV antiviral	-20	2	-100*	-6	1	10

#7 Cc1cccc(N(C(=O)c2nsc(Cl)c2Cl)C(C(=O)NC2CCCC2)c2ccc(O)cc2)c1C (stereo not given)
#8 Cn1cnc([N+](=O)[O-])c1Oc1cccc(O)c1
#9 COc1ccc(C(=O)OCCN2C(=O)c3ccccc3C2=O)cc1OC
#10 O=C(NC1CCCC1)NS(=O)(=O)c1ccccc1Cl
#11 Cc1ccc(S(=O)(=O)N2CCOCC2)cc1NC(=O)CN1CCN(c2ccc(O)cc2)CC1
#12 CC(=O)NC(=S)Nc1cc(C(=O)O)ccc1Cl
Assay by compound	7	8	9	10	11	12
TbPYK inhibitor	2%	-3%	1%	0%	?	-9%
AmpC no deterg	-11%	-21%	nt	-24%	44%	-15%
LmPK inh	2%	-6%	nt	10%	-7%	-2%
AMA1-RON2 inh	-3%	-4%	-6%	-1%	0%	-7%
AmpC detergent	7%	1%	nt	-13%	0%	-5%
Sm TGR block	-3%	32µM*	nt	3%[11.4 µM]	-22%	-1%
HCMV antiviral	?	-16	0	2	-61*	-19

#13 COc1ccccc1C(C)NCC(=O)Nc1c(F)cccc1F (stereo not given)
#14 CCOC(=O)c1c(CC(C)C)csc1NC=O
#15 Cc1cc(C)n(CC(O)COc2ccc(C(C)C)c(C)c2)n1 (stereo not given)
#16 Cc1nnc2ccc(N3CCCCC3)nn12
#17 COc1ccc(NC(=O)CN(C)C(=O)/C=C/c2cn(-c3ccccc3)nc2-c2ccc(F)cc2)cc1
#18 O=Cc1ccccc1-n1cncn1
Assay by compound	13	14	15	16	17	18
TbPYK inhibitor	-15%	3%	-5%	-14%	7%	-1%
AmpC no deterg	-6%	14%	116%[activator]	-17%	-21%	-10%
LmPK inh	4%	5%	-4%	3%	nt	-1%
AMA1-RON2 inh	3%	15%	-4%	-1%	-17%	2%
AmpC detergent	0%	1%	-1%	-4%	-1%	-4%
Sm TGR block	12%	4%	5%	7%	3%	5%
HCMV antiviral	22	21	27	38	-16	-2

#19 Cc1cccc(C(=O)Nc2ccc(C(=O)OCc3cc(=O)n4c(C)csc4n3)cc2)c1
#20 COc1ccc(OC)c(CCNC(=O)CCc2cn(Cc3cc(C)ccc3C)c3ccccc23)c1
#21 O=C(COc1ncnc2ccc(Br)cc12)NC1CCCC1
#22 COc1ccc(CSCCN)cc1Cl
#23 COc1cccc(CN(C)C(=O)c2ccc(NC(=O)CC3SC(N4CCCCC4)=NC3=O)cc2)c1OC (stereo not given)
#24 COc1ccc(/C(N)=N/OC(=O)CCC2CCCC2)cc1OC
Assay by compound	19	20	21	22	23	24
TbPYK inhibitor	5%	-3%	7%	-9%	-5%	-13%
AmpC no deterg	nt	nt	-11%	-1%	nt	24%
LmPK inh	nt	nt	nt	8%	nt	2%
AMA1-RON2 inh	nt	nt	15%	-5%	-6%	9%
AmpC detergent	-7%	-3%	2%	-2%	nt	0%
Sm TGR block	-6%	2%	1%	1%	nt	-5%
HCMV antiviral	2	-25	0	0	31	-37

Whole records, looked up by structure. Order of values: TbPYK inhibitor | AmpC no deterg | LmPK inh | AMA1-RON2 inh | AmpC detergent | Sm TGR block | HCMV antiviral
Shown for O=C(COc1ncnc2ccc(Br)cc12)NC1CCCC1 = 7% | -11% | nt | 15% | 2% | 1% | 0
Shown for Cc1cccc(C(=O)Nc2ccc(C(=O)OCc3cc(=O)n4c(C)csc4n3)cc2)c1 = 5% | nt | nt | nt | -7% | -6% | 2
Shown for COc1ccc(/C(N)=N/OC(=O)CCC2CCCC2)cc1OC = -13% | 24% | 2% | 9% | 0% | -5% | -37
Shown for COc1ccc(CSCCN)cc1Cl = -9% | -1% | 8% | -5% | -2% | 1% | 0

Further results follow:
#25 O=c1[nH]c(=O)n(-c2ccc(F)cc2)c(O)c1C=NCCN1CCCCC1
#26 N#CCSCC(=O)Nc1ccccc1
#27 COc1ccc(N2CCN(Cc3nc4cc(Cl)ccc4c(=O)[nH]3)CC2)cc1
#28 COc1ccc(Nc2cc(C(=O)NCCCN3CCN(c4ccc(OC)cc4)CC3)c3ccccc3n2)cc1
#29 Cc1csc(SC(C)C(=O)NCC(=O)Nc2ccc(F)c(F)c2F)n1 (stereo not given)
#30 CCN(c1ccccc1)S(=O)(=O)c1ccc(OCc2c(C)noc2C)cc1
Assay by compound	25	26	27	28	29	30
TbPYK inhibitor	-9%	1%	2%	1%	2%	3%
AmpC no deterg	-18%	-2%	0%	nt	-18%	3%
LmPK inh	-3%	2%	-3%	nt	3%	0%
AMA1-RON2 inh	13%	4%	-20%	nt	-1%	-16%
AmpC detergent	-12%	8%	-3%	5%	0%	?
Sm TGR block	-22%	5%	2%	2%	17%	-24%
HCMV antiviral	15	6	-29	-75*	-7	10

4 entries already listed, arranged by SMILES length, rising.
#26 N#CCSCC(=O)Nc1ccccc1
#25 O=c1[nH]c(=O)n(-c2ccc(F)cc2)c(O)c1C=NCCN1CCCCC1
#27 COc1ccc(N2CCN(Cc3nc4cc(Cl)ccc4c(=O)[nH]3)CC2)cc1
#28 COc1ccc(Nc2cc(C(=O)NCCCN3CCN(c4ccc(OC)cc4)CC3)c3ccccc3n2)cc1
Assay by compound	26	25	27	28
TbPYK inhibitor	1%	-9%	2%	1%
AmpC no deterg	-2%	-18%	0%	nt
LmPK inh	2%	-3%	-3%	nt
AMA1-RON2 inh	4%	13%	-20%	nt
AmpC detergent	8%	-12%	-3%	5%
Sm TGR block	5%	-22%	2%	2%
HCMV antiviral	6	15	-29	-75*

Going on with the list.
#31 Cc1ccc(OCC(O)CNC(C)c2ccccc2)cc1C (stereo not given)
#32 Cc1cccc(NC(=O)NNC(=O)CCc2ccccc2)c1
#33 COc1ccccc1/C=C/CN1CCCC(CO)(Cc2cccc(Cl)c2)C1 (stereo not given)
#34 CN1CCCC(C(=O)c2ccccc2)C1 (stereo not given)
#35 CC(C(=O)Nc1cccc(C#N)c1)n1nc(-c2ccccc2)c2c(c1=O)CCCC2 (stereo not given)
#36 Cc1ccc2sc(N(CCN(C)C)C(=O)c3ccc(S(=O)(=O)N4CC(C)OC(C)C4)cc3)nc2c1C (stereo not given)
Assay by compound	31	32	33	34	35	36
TbPYK inhibitor	5%	-4%	2%	3%	2%	2%
AmpC no deterg	5%	-16%	51%	-14%	nt	68%[activator]
LmPK inh	-9%	1%	-3%	2%	nt	-1%
AMA1-RON2 inh	4%	110%[activator]	-17%	-17%	nt	-3%
AmpC detergent	-2%	?	-5%	-4%	14%	-1%
Sm TGR block	-1%	0%	-1%	-2%	3%	-9%
HCMV antiviral	-10	-13	-15	29	-26	32

#37 Cc1ccc(-c2c(C)n([O-])c3c([n+]2=O)CCCCC3)o1
#38 CCn1c(SCC(=O)c2cc(OC)ccc2OC)nc2c1c(=O)n(C)c(=O)n2C
#39 COc1ccc(C(=O)NCC(=O)OCC(=O)c2cc(OC)c(OC)c(OC)c2)cc1OC
#40 CCC(C)NC(=O)C1CCN(S(=O)(=O)N2CCCC2)CC1 (stereo not given)
#41 COc1ccc(CSCC(=O)N/N=C/c2ccc(OCC(=O)NCc3ccco3)cc2)cc1
#42 O=C(CN1C(=O)COc2ccc(S(=O)(=O)N3CCCC3)cc21)Nc1cccc(F)c1
Assay by compound	37	38	39	40	41	42
TbPYK inhibitor	-21%	nt	-9%	-1%	-10%	9%
AmpC no deterg	-9%	-20%	-6%	-1%	-49%	-53%
LmPK inh	2%	-2%	-2%	-6%	0%	-4%
AMA1-RON2 inh	0%	nt	-2%	2%	26%	1%
AmpC detergent	-17%	1%	-6%	-15%	-4%	-12%
Sm TGR block	1%	0%	-5%	-3%	2%	3%
HCMV antiviral	18	nt	-25	16	-21	-5

#43 CC(O)Cc1cn([C@@H](CCCCN)C(=O)N2CCNCC2)nn1 (stereo not given in full)
#44 COc1ccccc1NC(=S)N1CCC(NC(=O)c2ccco2)CC1
#45 CC(=O)NC1=NN(C(C)=O)C(C)(c2ccc(C)o2)S1 (stereo not given)
#46 CNC(=O)Nc1ccccc1F
#47 O=C(NCc1cccnc1)c1ccc([N+](=O)[O-])cc1
Assay by compound	43	44	45	46	47
TbPYK inhibitor	0%	-12%	2%	-5%	-4%
AmpC no deterg	-19%	-4%	-5%	1%	-11%
LmPK inh	-5%	-4%	-6%	1%	1%
AMA1-RON2 inh	-1%	19%	1%	-6%	17%
AmpC detergent	8%	0%	0%	-2%	-11%
Sm TGR block	-1%	8%[57.1 µM]	41%[activator]	-22%	-4%
HCMV antiviral	-16	-5	-28	10	6
